JMJD2A Tudor: inhibitors of human JMJD2A Tudor domain; O75164; AlphaScreen JMJD2A-Tudor / H3K4me3 peptide binding; Potency, µM (top dose mostly 114 µM), for the others: at the highest dose activity change, negative = inhibition, most hits filed as inhibitors; 4.4% of 390,000 active; AID 504339; further: potency means the concentration at half of the fitted maximal effect; on the % scale 0 is the no-effect control and ±100 the full control effect; nearly all actives have a fitted effect of over 50% in size
Target sequence (O75164 whole entry, looked up, the tested form may be a part): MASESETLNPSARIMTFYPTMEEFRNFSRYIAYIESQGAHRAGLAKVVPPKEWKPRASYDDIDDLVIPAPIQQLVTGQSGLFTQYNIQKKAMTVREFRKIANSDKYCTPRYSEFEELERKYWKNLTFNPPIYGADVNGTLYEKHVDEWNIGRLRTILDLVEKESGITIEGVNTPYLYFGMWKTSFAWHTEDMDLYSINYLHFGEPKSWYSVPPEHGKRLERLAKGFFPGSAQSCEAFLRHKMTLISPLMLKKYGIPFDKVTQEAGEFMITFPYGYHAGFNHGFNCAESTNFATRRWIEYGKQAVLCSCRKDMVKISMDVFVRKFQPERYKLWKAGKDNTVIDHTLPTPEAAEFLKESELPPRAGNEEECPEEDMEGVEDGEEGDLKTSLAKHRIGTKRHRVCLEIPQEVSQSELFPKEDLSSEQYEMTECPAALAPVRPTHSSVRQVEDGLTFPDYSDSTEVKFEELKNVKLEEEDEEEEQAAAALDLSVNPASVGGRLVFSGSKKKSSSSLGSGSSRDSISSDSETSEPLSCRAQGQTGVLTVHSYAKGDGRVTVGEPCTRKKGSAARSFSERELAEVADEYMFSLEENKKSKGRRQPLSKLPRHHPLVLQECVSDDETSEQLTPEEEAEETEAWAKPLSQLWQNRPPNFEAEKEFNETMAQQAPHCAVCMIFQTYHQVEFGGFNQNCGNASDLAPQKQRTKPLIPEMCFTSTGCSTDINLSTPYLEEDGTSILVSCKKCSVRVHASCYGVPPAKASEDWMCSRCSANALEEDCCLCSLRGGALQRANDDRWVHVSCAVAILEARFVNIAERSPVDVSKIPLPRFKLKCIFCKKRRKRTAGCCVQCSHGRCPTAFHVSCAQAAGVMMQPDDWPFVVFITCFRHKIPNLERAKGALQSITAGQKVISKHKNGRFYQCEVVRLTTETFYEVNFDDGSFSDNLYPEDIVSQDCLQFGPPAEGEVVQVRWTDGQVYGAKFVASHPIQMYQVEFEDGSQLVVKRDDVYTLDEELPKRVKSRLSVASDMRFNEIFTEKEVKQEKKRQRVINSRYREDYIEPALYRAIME
G9a block: blocks human histone lysine methyltransferase G9a. Q96KQ7. G9a H3K9 monomethylation, AlphaScreen, 2 h. Potency, µM (titrated, usually from 102 µM), for inactives: at the highest dose activity, negative = inhibition, hits mostly inhibitors. 8.8% of 350,000 active. AID 504332; further: potency means the concentration at half of the fitted maximal effect; on the % scale 0 is the no-effect control and ±100 the full control effect; nearly all actives have a fitted effect of over 75% in size
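Signal arises when biotinylated H3K9 peptide, once monomethylated, bridges streptavidin donor and antibody-captured acceptor beads. Enzyme at 20 nM was preincubated 15 min with test compounds; peptide 500 nM and SAM 20 uM then reacted for 2 h.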
POLH inh: inhibitors of human DNA polymerase eta | Q9Y253 | recombinant Pol eta, fluorescent DNA replication assay | Potency, µM (highest dose often 114 µM), inactives show at the top dose activity change, negative = inhibition, actives largely listed as inhibitors | 1.2% of 390,000 active | AID 588591; further: potency means the concentration at half of the fitted maximal effect; on the % scale 0 is the no-effect control and ±100 the full control effect
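Pol eta (10 nM) was preincubated with compounds for 15 min at room temperature, after which fluorescent replication substrate (50 nM final) was added to start the reaction. Fluorescence was read kinetically at 0 and 10 min.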
PGK inhibitor: T. brucei PGK inhibition; P07378; PGK/GAPDH coupled, Kinase-Glo luminescence, 60 min; Potency, µM (series often up to 57.5 µM), inactives show at the highest dose activity change, negative = inhibition, actives largely listed as inhibitors; 0.043% of 380,000 active; AID 602233; further: potency means the concentration at half of the fitted maximal effect; on the % scale 0 is the no-effect control and ±100 the full control effect; nearly all actives have a fitted effect of over 60% in size
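Luminescent ATP detection (Kinase-Glo Plus) follows a 60-minute room-temperature incubation, with wells lacking PGK as controls. Buffer: 100 mM TEA (pH 7.6), 5 mM MgCl2, 0.01% Tween-20. Coupling enzyme GAPDH (100 nM final) supplies unstable 1,3-BPG in-well.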
GLS inhibitor: glutaminase GLS (human) inhibition. O94925. GLS enzymatic activity, qHTS titration. 0.21% of 410,000 active. Potency, µM (doses to about 45.5 µM), for the others: at the highest dose activity change, negative = inhibition, most hits filed as inhibitors; further: potency means the concentration at half of the fitted maximal effect; on the % scale 0 is the no-effect control and ±100 the full control effect
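hKGA; 45 mM KH2PO4 pH 8.2 + 0.02% Tween-20; cpd via pin tool; 1 mM Gln soln; GluOx/HRP/Amplex Red; RT 30 min; fluor. t0 & final.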
PI4K2A block: blocks human PI4K2A kinase activity | activity change, negative = inhibition, % at 76.9 µM | 0.13% of 420,000 active | purified PI4K2A, ADP-Glo luminescence, 1 h; stronger effect = lower value; in the data active means activity change below about -50%; inconclusive means mostly about -30% to -49%;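 further: -100% = wells without enzyme as full effect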
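In this quantitative HTS, ADP production by PI4K2A was quantified luminescently after 1 h at ambient temperature; 100 microM adenosine served as plate-quality control.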
Pin1 inhibitor: blocks the human prolyl isomerase Pin1; Pin1 FP peptide displacement, HiFluor488, 10 min; Q13526; AID 504891; Potency, µM (titrated, usually from 115 µM), for the others: at the highest dose activity, negative = inhibition, most hits filed as inhibitors; 0.009% of 390,000 active; active means well fitted inhibition curve with a large enough effect in the polarisation, with a control signal flat, not every such curve was filed as active; inconclusive means small, poorly fitted or top-dose-only effect, or effect the other way, or a change in a side signal; inactive means no such curve, though single readings can be large or run the other way; the % refers to the polarisation; further: potency means the concentration at half of the fitted maximal effect; on the % scale 0 is the no-effect control and ±100 the full control effect
BAZ2B inh: BAZ2B (human) inhibition | Potency, µM (titrated, usually from 114 µM), for the others: at the highest dose activity change, negative = inhibition, usual class: inhibitors | 4.4% of 360,000 active | Q9UIF8 | AlphaScreen BAZ2B-H3K14Ac peptide displacement; further: potency means the concentration at half of the fitted maximal effect; on the % scale 0 is the no-effect control and ±100 the full control effect; nearly all actives have a fitted effect of over 60% in size
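Compounds, titrated to a top concentration of 110 uM, were incubated 30 min at room temperature with preformed BAZ2B/acetyl-K14 H3 peptide complex (50 nM each). Proximity signal was measured by AlphaScreen after 20 min with beads.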
HP1b chromo inh: inhibitors of HP1-beta chromodomain binding to methylated histone tails; 0.56% of 390,000 active; P83916; AID 540317; Potency, µM (series often up to 114 µM), for inactives: top-dose activity change, negative = inhibition, most hits filed as inhibitors; AlphaScreen HP1-beta / biotin-H3K9me3 peptide binding; further: potency means the concentration at half of the fitted maximal effect; nearly all actives have a fitted effect of over 70% in size; inactives centre near 23
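HP1-beta protein (50 nM final) preincubated 30 min at room temperature with biotinylated H3(1-18)K9me3 peptide (50 nM) in PBS pH 7.4, 0.01% Tween-20, then compound added for 30 min. AlphaScreen streptavidin donor/nickel chelate acceptor beads (10 ug/mL final), 30 min dark, luminescence read.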
The depositor's hits bear a star; i = inactive; ? = inconclusive; . = not tested or not shown; & = joins results of further samples; [ ] = dose if it differs, or a comment. Unless noted, the call rests on the fitted dose curve; in most records, active means well fitted curve in the direction sought with a large enough effect; inconclusive means small, poorly fitted or top-dose-only effect, or another doubt; inactive means no such curve, though single readings can be large; an effect the other way counts as inactive or inconclusive. These rows are one share of the data (hit frequency here may not be typical).

SMILES | JMJD2A Tudor | G9a block | POLH inh | PGK inhibitor | GLS inhibitor | PI4K2A block | Pin1 inhibitor | BAZ2B inh | HP1b chromo inh
O=[N+]([O-])c1ccc(C(c2sc3nc(-c4ccco4)nn3c2O)N2CCN(c3cccc(Cl)c3)CC2)cc1 (centres undefined) | ? | 13µM* | ? | -7% | 3% | 3 | ? | ? | -16%
Cc1ccc(C(=O)Nc2ccc(N3CCN(S(C)(=O)=O)CC3)cc2)cc1C | -10% | -1% | -14% | -3% | 15% | 0 | 0% | -17% | 6%
CCOC(=O)c1nn(-c2ccc(C)c(Cl)c2)c(=O)c(C#N)c1C | -17% | -50% | -3% | -8% | 9% | 0 | -1% | -27% | 25%
O=C(C1CCN(S(=O)(=O)c2ccccc2)CC1)N1CCCCC1 | 8% | 27% | -15% | 0% | ? | 1 | -8% | -11% | 14%
CC1CN(Cc2c(O)ccc3c(=O)c(-c4ccccc4Cl)coc23)CC(C)O1 (centres undefined) | -10% | -1% | 1% | -10% | 16% | 0 | 2% | -35% | 10%
CC1=CC(C)(C)N=C(NC#N)N1 | -13% | -4%[59 µM] | -4% | 13% | 12% | -5 | -1% | -2% | 34%
CN(CCCOc1ccccc1F)Cc1ccccc1 | 20µM* | 7.9µM* | -11% | -2% | -3% | -7 | -11% | 56µM* | ?
COc1cccc(Cc2n[nH]c(=S)n2Cc2ccco2)c1 | 14µM* | 7.9µM* | -6% | 0% | 17% | 3 | -1% | -32% | -7%
COc1cccc(OCCCN2CCN(S(=O)(=O)c3ccc(NC(C)=O)cc3)CC2)c1 | -33% | ? | -12% | -2% | -1% | -6 | 0% | -30% | 7%
O=C(OCc1nnc(-c2ccccc2)o1)C1CCN(S(=O)(=O)c2cccs2)CC1 | -8% | 4%[12.7 µM] | -1% | -14% | 14% | 3 | -1% | 7% | 62%[activator]
COC(=O)c1ccc(CSc2nnc3c(n2)[nH]c2ccccc23)cc1 | 0% | 11% | -12% | i | 1% | 2 | -3% | 5% | 17%
Cc1ccsc1C(=O)NCc1ccc(Cl)cc1 | 17% | . | -19% | -11% | -1% | 3 | -1% | . | 34%
CCN(C(=O)Nc1ccccc1)c1ccccc1 | -6% | 5% | -10% | -4% | 11% | -3 | 6% | 1% | 38%
CCOc1cccc(C(=O)Nc2ccc3oc(-c4ccc(C(C)(C)C)cc4)nc3c2)c1 | -14% | -7%[59 µM] | -22% | 7% | -3% | -4 | 2% | -9% | 30%
CNS(=O)(=O)c1cccc(C(=O)OCC(=O)N2CCN(C(=O)c3ccco3)CC2)c1 | -5% | . | -12% | -4% | 7% | -2 | 2% | . | 13%
COc1ccc(OC)c(N2C(=O)CC(Cc3ccc(C)cc3)C2=O)c1 (centres undefined) | -15%[11.4 µM] | -4%[59 µM] | -3% | 1% | 1% | 3 | ? | -8% | 1%
COc1ccc(NC(=O)c2cccc(-c3ccc(O)cc3)c2)cn1 | -30% | -15% | -17% | 0% | 0% | -8 | ? | ? | 15%
CC(C)(C)c1nc(Sc2ncccc2[N+](=O)[O-])n[nH]1 | -8% | 30% | -12% | -1% | 2% | 6 | -11% | -2% | 35%
O=C(NN1CCOCC1)c1ccccc1F | -11% | . | -2% | -9% | -11% | 6 | -4% | 0% | 29%
COc1ccc(-c2[nH]ncc2CNC(C)CCn2cccn2)c(F)c1 (centres undefined) | -1% | 6% | -11% | i | -12% | -6 | -5% | -16% | 14%[57 µM]
CCCCn1c(N)c(N(CCOC)C(=O)CSc2n[nH]c(-c3ccc(C)cc3)n2)c(=O)[nH]c1=O | -13% | -3% | -7% | i | 5% | 0 | -9% | -6% | 7%
N#CCCN1CCN(C2=NC(=O)C(=C3CCCCC3)S2)CC1 | -22% | -1%[59 µM] | -5% | -5% | -3% | 6 | -9% | 4% | 12%
O=C(COC(=O)c1ccccc1-c1nc2ccccc2s1)Nc1ccccc1C(F)(F)F | 5% | -8% | 0% | -2% | -2% | 0 | 0% | 7% | 8%
Oc1cncc(-c2cccnc2)c1 | -18% | -7%[0.501 µM] | -21% | -2% | 1% | 1 | 4% | 5% | 19%
COc1ccc(OC)c(CCNC(=O)c2sc3nc4n(c(=O)c3c2C)CCC4)c1 | -16% | 38%[activator] | -16% | -2% | 1% | -2 | 4% | -17% | 43%[activator]
CC1CCCN(CC(O)COCc2ccccc2)C1 (centres undefined) | -9% | ? | -17% | -12% | 4% | -13 | -1% | -7% | 33%
COC(=O)[C@@H](NC(=O)Nc1cc(Cl)ccc1C)C(C)C | -1% | 35%[activator] | -3% | -4% | 1% | -3 | -1% | -25%[57.1 µM] | 40%
OC(COCC1CC=CCC1)Cn1cnc2ccccc21 (centres undefined) | -14% | ? | 1% | 2% | -2% | 2 | 3% | 3% | 19%
CSc1cccc(NC(=O)NNC(=O)C2CCN(S(=O)(=O)N(C)C)CC2)c1 | -14% | 51% | 7% | 2% | 12% | -5 | -9% | -4%[57.1 µM] | 35%
O=C(C(c1ccccc1)c1ccccc1)N(Cc1ccco1)C1CCS(=O)(=O)C1 (centres undefined) | -24% | ? | -12% | i | 2% | 1 | 5% | -30% | 21%
Cc1ccc(/C=N/NC(=O)CNC(=O)c2ccc(S(=O)(=O)N(C)C)cc2)o1 | 9% | -25% | 0% | 0% | 2% | 0 | 0% | -6% | 24%
COC(=O)c1nnn(-c2nonc2N)c1CSc1nc2ccccc2s1 | -11% | -13%[12.7 µM] | -15% | -5% | -2% | 2 | -5% | -1% | 41%[activator]
CC(=O)Nc1cccc(OCCCOc2cccc([N+](=O)[O-])c2)c1 | -33% | . | -23% | 1% | 3% | 5 | 1% | . | 7%
CCN1CCN(c2c(/C=C3\SC(=S)N(Cc4ccco4)C3=O)c(C)c(C#N)c(=O)n2C)CC1 | ? | 22µM* | -10% | -2% | -6% | -11 | ? | -26% | -4%
Cc1cccc2sc(NNC(=O)C3COc4ccccc4O3)nc12 (centres undefined) | -32% | 18µM* | -6% | -7% | 15% | 0 | 1% | -29% | 18%
Nn1c(SCc2cccc(Cl)c2)nnc1-c1ccncc1 | 3% | 0% | -14% | 0% | 2% | 1 | ? | 2% | 34%
COc1ccc(CCNC(=O)c2cccc(NC(=O)CC3SC(N4CCCCC4)=NC3=O)c2)cc1OC (centres undefined) | -15% | -8% | -6% | -3% | 0% | -2 | 0% | -16% | 19%
O=C(CCS(=O)(=O)c1cccc2nonc12)N1CCOCC1 | -12% | -28%[12.7 µM] | -10% | -11% | -6% | -1 | -1% | 6% | 24%
CN(C)c1ccc(C2C3C(=O)NC(=O)C3ON2c2ccc(Cl)cc2)cc1 (centres undefined) | 56µM* | ? | -26% | -11% | 20% | -2 | 0% | 50µM* | -17%
CCOC(=O)C1CSC(CC(=O)Nc2ccc(Cl)c(Cl)c2)C(=O)N1 (centres undefined) | -4% | -39%[59 µM] | -16% | 0% | -1% | 3 | -5% | -4% | 26%

Limited to BAZ2B inh and GLS inhibitor, for 2 of the compounds above:
Molecule	BAZ2B inh	GLS inhibitor
COc1ccc(CCNC(=O)c2cccc(NC(=O)CC3SC(N4CCCCC4)=NC3=O)c2)cc1OC (centres undefined)	-16%	0%
O=C(CCS(=O)(=O)c1cccc2nonc12)N1CCOCC1	6%	-6%

New compounds follow
SMILES | JMJD2A Tudor | G9a block | POLH inh | PGK inhibitor | GLS inhibitor | PI4K2A block | Pin1 inhibitor | BAZ2B inh | HP1b chromo inh
Cn1c(=O)c2c(O)c(Cc3ccccc3)c(=O)n(C)c2n(C)c1=O | -2% | 2% | -10% | -11% | 1% | -8 | 0% | -13% | 11%
CCOC(=O)C1CCN(S(=O)(=O)c2ccc(Cl)cc2)CC1 | 1% | -5% | -8% | 7% | 2% | -1 | 0% | -4% | 11%
Cc1ccccc1C(=O)Nc1cccc(C(=O)N/N=C/c2ccccn2)c1 | ? | ? | -17% | 11% | -2% | 1 | -2% | 7% | 58%[activator]
Cc1c(C(=O)N(C)CC(=O)Nc2cccc(F)c2)oc2c(Cl)cccc12 | -7% | -27% | -8% | 12% | 0% | 3 | 10% | -1% | 11%
COc1ccccc1N1CCN(S(=O)(=O)CCNC(=O)c2cccc(F)c2)CC1 | -16% | 14%[2.33 µM] | -1% | 0% | -3% | -3 | 0% | 3% | 7%
O=C(NC(=O)c1ccccc1O)c1ccc2c(c1)CCO2 | -10% | 0% | 5% | -8% | 5% | -5 | -9% | -2% | 11%
COc1cc(/C=C(\C#N)C(=O)NCC2CCCO2)ccc1O (centres undefined) | -32%&-8% | -11%[59 µM] | -11%&-11% | -3%&-11% | 34%&-6%[activator] | -1&-8 | 14%&7% | 1%&5% | 40%&5%[activator]
Cc1cccc(Nc2nc(N)c(C#N)c(CC#N)c2C#N)c1 | 2% | -12%[59 µM] | -13% | 16% | ? | -5 | 48%[activator] | 6% | 23%
CCCC1=Nc2cc(C(=O)NCCN3CCOCC3)ccc2Sc2ccc(C)cc21 | -36% | ? | -20% | 8% | 2% | 1 | 3% | ? | 35%
Cc1cccc(Cl)c1OCCN1CCCC1 | 4µM* | 40µM* | -5% | 4% | 3% | 1 | 0% | ? | -8%
Cn1nc(C(=O)Nc2ccc3c(c2)OCCO3)cc1C(=O)O | -11%[11.4 µM] | . | -4% | -13% | 12% | -8 | 0% | ? | 36%[activator]
O=c1ccn(Cc2ccccc2)c2ccccc12 | -17% | 20%[59 µM] | -3% | i | 2% | -1 | 5% | 4% | 23%

By substructure: those above with a tert-butyl group (2)
SMILES | JMJD2A Tudor | G9a block | POLH inh | PGK inhibitor | GLS inhibitor | PI4K2A block | Pin1 inhibitor | BAZ2B inh | HP1b chromo inh
CCOc1cccc(C(=O)Nc2ccc3oc(-c4ccc(C(C)(C)C)cc4)nc3c2)c1 | -14% | -7%[59 µM] | -22% | 7% | -3% | -4 | 2% | -9% | 30%
CC(C)(C)c1nc(Sc2ncccc2[N+](=O)[O-])n[nH]1 | -8% | 30% | -12% | -1% | 2% | 6 | -11% | -2% | 35%
